Bioassay records from PubChem BioAssay.
KAT2A inh: GCN5L2 (KAT2A) acetyltransferase inhibition | Q92830 | 390,000 tested, 0.21% active | AID 504327 | GCN5L2 HAT assay, ThioGlo1 CoA-SH fluorescence | Potency, µM (top dose mostly 58.9 µM), inactives show at the top dose activity change, negative = inhibition, most hits filed as inhibitors
Target sequence (Q92830 whole entry, looked up): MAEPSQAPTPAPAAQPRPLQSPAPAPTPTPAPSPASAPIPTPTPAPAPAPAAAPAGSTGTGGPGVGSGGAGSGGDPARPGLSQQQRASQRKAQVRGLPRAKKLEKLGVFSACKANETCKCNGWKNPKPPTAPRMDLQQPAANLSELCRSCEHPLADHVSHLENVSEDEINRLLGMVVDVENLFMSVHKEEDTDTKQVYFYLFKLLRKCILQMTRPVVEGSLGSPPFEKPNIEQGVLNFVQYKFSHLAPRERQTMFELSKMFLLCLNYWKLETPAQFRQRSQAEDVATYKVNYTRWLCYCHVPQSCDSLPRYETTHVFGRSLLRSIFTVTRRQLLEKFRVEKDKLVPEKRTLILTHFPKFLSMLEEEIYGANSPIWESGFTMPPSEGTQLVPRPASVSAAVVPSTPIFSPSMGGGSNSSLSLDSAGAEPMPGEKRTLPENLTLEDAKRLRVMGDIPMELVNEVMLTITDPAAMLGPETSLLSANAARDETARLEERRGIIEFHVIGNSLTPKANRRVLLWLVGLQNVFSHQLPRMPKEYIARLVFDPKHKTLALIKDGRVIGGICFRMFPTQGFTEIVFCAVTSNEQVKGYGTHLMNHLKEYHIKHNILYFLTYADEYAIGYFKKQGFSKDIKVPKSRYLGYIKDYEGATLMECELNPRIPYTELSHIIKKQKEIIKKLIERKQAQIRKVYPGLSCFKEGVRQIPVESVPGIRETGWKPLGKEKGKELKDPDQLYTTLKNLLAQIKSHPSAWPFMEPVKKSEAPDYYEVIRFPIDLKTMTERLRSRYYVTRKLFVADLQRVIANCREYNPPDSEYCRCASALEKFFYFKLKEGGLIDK
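ThioGlo1-coupled HAT assay: 20nM GCN5L2, 70uM acetyl-CoA, 75uM H3(1-25) peptide, pH 7.5. Fluorescence read at 340/540nm at start and after 20 min at room temperature.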
N370S GC: inhibitors or activators of N370S glucocerebrosidase for Gaucher disease. N370S GC spleen homogenate, 4MU-glucoside fluorescence. Potency, µM (doses to about 59.4 µM), inactives show at the top dose activity change, negative = inhibition, actives largely listed as inhibitors. 330,000 tested, 0.092% active. P04062;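 also: 0% = full enzyme activity and -100% = no enzyme basal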
FEN1 inh: human FEN1 inhibition; 390,000 tested, 0.35% active; AID 588795; Recombinant FEN1 flap cleavage, fluorescence, 15 min; Potency, µM (highest dose often 114 µM), for the others: at the top dose activity change, negative = inhibition, usual class: inhibitors; also: nearly all actives have a fitted effect of over 65% in size
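Read-out was taken twice, immediately and after 15 min, following addition of 50 nM substrate to 10 nM FEN1 that had sat with test compound for 15 min at room temperature. Curves came from a four-parameter Hill model.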
Active calls of the source: *; ? = inconclusive; . = not tested or not shown; & = joins results of further samples; [ ] = dose if it differs, or a comment. Calls follow the shape of the dose curve; as a rule, active = well fitted curve in the direction sought with a large enough effect; inconclusive = small, poorly fitted or top-dose-only effect, or another doubt; inactive = no such curve, though single readings can be large; an effect the other way counts as inactive or inconclusive. Unless noted, % is scaled to controls: 0 for no effect and ±100 for the full control effect; potency is read from the fitted curve at half-maximal effect. A portion of the library, so the mix of outcomes need not match the whole.

KAT2A inh	N370S GC	FEN1 inh	SMILES
-4.5%	-17.7%	-10.8%	CC(C)(C)NC(=O)CSc1nsc(SCC(=O)NC(C)(C)C)c1C#N
-9.8%	.	-5.8%	COC(=O)c1ccc(NC(=O)COC(=O)CCC2CCCC2)cc1
-2.7%	-8.6%	-4.6%	O=C(CSc1nccn1Cc1ccco1)Nc1ccccc1C(F)(F)F
-1.2%	0.8%	1.5%	O=C(Nc1cc(C(F)(F)F)ccc1N1CCOCC1)C1=COCCO1
2.0%	29.7%	6.4%	O=C1C2CSCN2C(=O)CN1CCCN1CCN(C(c2ccccc2)c2ccccc2)CC1 (stereo not drawn)
-3.7%	29.4%	10.7%	Cc1ccc(C(=O)/C=C/c2ccccc2)o1
-1.5%	.	-0.9%	CCn1c2ccccc2c2cc(CN3CCN(Cc4ccccc4C)CC3)ccc21
-3.0%	-4.5%	-3.7%	Cn1nnnc1SCc1nnc(-c2ccc(F)cc2)o1
28.2%	6.1%	17.3%	C=CCSc1nsc(N)n1
-3.1%	-0.7%	37.1%[activator]	O=C(NCC1CCCO1)c1onc(CSc2ccc(Cl)cc2)c1C(=O)O (stereo not drawn)
-2.0%	-2.8%	-8.0%	c1ccc(COc2cccc(CNCc3cccnc3)c2)cc1
-12.9%	14.7%	8.6%	CC1(C)Cc2c(c(N3CCOCC3)nc3sc(C(=O)N4CCCCC4)c(N)c23)CO1
-6.4%	-18.9%	-3.3%	CNc1nc(-c2ccc(Cl)cc2)cs1
0.6%	0.1%	-11.4%	CC(C(=O)N1CCOCC1)c1ccc([N+](=O)[O-])cc1 (stereo not drawn)
-16.7%	.	-3.5%	COc1cccc(NC(=O)Cn2nc(C)c3c(C)n(-c4ccccc4)nc3c2=O)c1
-5.3%	8.3%	-15.5%	COc1ccc(-c2cc(C(F)(F)F)nc(SCC(=O)NCc3ccco3)n2)cc1OC
-5.7%	.	7.0%	O=C(C[C@@H]1C/C=C\CCCC(=O)OC[C@@H]2CCCN2C1=O)N[C@H](CO)Cc1ccccc1
-6.9%	2.7%	12.2%	Clc1cccc(CNCC2CCCO2)c1Cl (stereo not drawn)
-5.2%	.	-1.9%	Cc1ccccc1CS(=O)(=O)Cc1ccc(C(=O)NCc2cccnc2)o1
-20.6%	4.4%	-4.1%	CN(C)/C=C/C(=O)c1c(F)cccc1F
4.1%	1.0%	10.1%	COc1cccc(NC(=O)Nc2ccc(C)c(Cl)c2)c1
-19.9%	3.5%	.	COc1ccc(CCC(=O)Nc2cc(S(C)(=O)=O)ccc2Cl)cc1
-1.1%&-0.2%	1.3%&-5.4%	-13.0%&-4.2%	Cc1onc(-c2c(Cl)cccc2Cl)c1C(=O)N[C@@H]1C(=O)N2[C@@H]1SC(C)(C)[C@@H]2C(=O)O
-2.3%	.	5.6%	CCOc1ccc(C(=O)c2cn(CC(=O)Nc3ccc4c(c3)OCCO4)c3ccc(OC)cc3c2=O)cc1
-6.0%	-12.6%	-5.6%	CC1CCN(S(=O)(=O)c2ccc(C(=O)Nc3sccc3C(N)=O)cc2)CC1
-0.1%	?	-16.5%	CC(Nc1nc(C(F)(F)F)nc2ccccc12)c1cccs1 (stereo not drawn)
-7.0%	-3.9%	-5.6%	CC(C)C(=O)NC(=S)Nc1ccc(S(=O)(=O)N2CCCC2)cc1
1.1%	2.7%	18.3%	CCOC(=O)CN1C(=O)/C(=C2\SC(=S)N(NC(=O)c3cccnc3)C2=O)c2ccccc21
-9.6%&-7.1%	2.5%	-11.7%&1.3%	CCN(c1ccc(OC)cc1)S(=O)(=O)c1nnc(NC(=O)c2ccccc2Cl)s1
.	12.7%	-12.9%	CC(=O)OC(C(=O)n1nc(C)cc1C)c1ccccc1 (stereo not drawn)

Looked up by structure from the list above (four):
KAT2A inh	N370S GC	FEN1 inh	SMILES
-2.7%	-8.6%	-4.6%	O=C(CSc1nccn1Cc1ccco1)Nc1ccccc1C(F)(F)F
28.2%	6.1%	17.3%	C=CCSc1nsc(N)n1
-2.3%	.	5.6%	CCOc1ccc(C(=O)c2cn(CC(=O)Nc3ccc4c(c3)OCCO4)c3ccc(OC)cc3c2=O)cc1
-3.0%	-4.5%	-3.7%	Cn1nnnc1SCc1nnc(-c2ccc(F)cc2)o1

Next section.
KAT2A inh	N370S GC	FEN1 inh	SMILES
-4.5%	2.1%	-5.9%	O=C(NCc1cccc(OC(F)(F)F)c1)C1CCC(=O)N(Cc2cccc(F)c2)C1 (stereo not drawn)
-2.8%	-0.9%	1.1%	CC(=O)CCc1ccc(OC(=O)c2cccnc2)cc1
1.8%	7.3%	2.0%	Cc1cc(-c2ccc(Br)s2)nc(-n2cccc2)n1
-2.9%	15.0%	-14.7%	COc1ccc2c(c1)c1ncn(CCN3CCNCC3)c(=O)c1n2C
-0.1%	-2.5%	-4.6%	CCCCCN(C(=O)CCC(=O)OCc1ccccc1C)c1c(N)n(CCCC)c(=O)[nH]c1=O
-1.4%	6.3%	-4.5%	CC(OC(=O)C1CCCCC1)c1nc2ccccc2[nH]1 (stereo not drawn)
-23.4%	2.4%	-9.8%	Cn1c(SCc2ccc(Cl)cc2)nnc1-c1ccc2nonc2c1
-0.2%	.	-3.0%	CCOc1ccccc1NC(=O)Cn1nc(N2CCN(c3ccccc3)CC2)ccc1=O
-3.0%	10.6%	0.6%	O=C(NCC(=O)N(Cc1ccccc1)C(C(=O)NC1CCCC1)c1ccncc1)c1ccco1 (stereo not drawn)
-1.8%	?	1.2%	CCN1CCN(C(=S)Nc2ccc3nc(N4CCN(CC)CC4)cc(C)c3c2)CC1
-4.8%	-27.2%	2.9%	CCc1ccccc1NC(=S)N(CCCN1CCOCC1)Cc1ccccn1
-7.0%	-7.6%	5.9%	Cc1nc2ncnn2c(C)c1Cc1ccc(Cl)cc1
-3.3%	?	?	CCOC(=O)c1c(NC(C)=O)sc2c(OCCN(CC)CC)c(Br)ccc12
-0.6%	.	-8.9%	Cc1ccc2nc(SC(Cc3cc(Cl)ccc3Cl)C(=O)O)[nH]c2c1 (stereo not drawn)
-0.1%	3.6%	0.7%	COc1cccc(C(=O)COC(=O)CCCC(=O)NC2CCCCC2)c1
0.0%	-0.6%	-6.0%	COc1c(C)cc(Br)cc1C(=O)Nc1ccccc1N1CCN(C(=O)c2ccccc2)CC1
.	?	-3.5%	Cc1c(C(=O)OC2CCCCC2)[nH]c2c1C(=O)CC(C)(C)C2
0.4%	-0.1%	11.3%	O=C(CCCCC(=O)NCCc1ccccc1)NCCc1ccccc1
-0.2%	16.0%	2.5%	CSc1nc2ccc(S(=O)(=O)NC3CCCCC3)cc2s1
-4.2%	.	-3.5%	CC1CCc2c(sc(NC(=O)c3cc(-c4cccc(Cl)c4)on3)c2C(N)=O)C1 (stereo not drawn)
-0.1%	-17.0%	-11.8%	O=c1cc(CSc2ccc(Cl)cc2)nc(-c2ccncc2)[nH]1
-13.4%	-14.7%	-1.1%	COc1ccc(C(=O)NC(=S)Nc2ccc(N3CCN(C(C)=O)CC3)cc2)cc1[N+](=O)[O-]
-11.8%	1.5%	-17.0%	COc1ccc(OC)c(N(CC(=O)Nc2ccccc2)S(=O)(=O)c2ccccc2)c1
3.1%	?	0.8%	O=C(COC(=O)C1C2CC3OC(=O)C1C3C2)Nc1ccc(Br)cc1 (stereo not drawn)
-4.6%	8.4%	6.9%	CCOC(=O)c1cc2sc(C)cc2n1CC(=O)N1CCc2ccccc21
-2.5%	2.6%	4.0%	COc1ccc(Cl)c(Cn2c(NCc3ccco3)nc3c2c(=O)n(C)c(=O)n3C)c1
-4.1%	.	0.3%	CCCc1cnc2c(c1SCC(=O)Nc1cccc(C)c1C)c(=O)n(C)c(=O)n2C
-13.3%	.	2.5%	CCC(=O)OCc1cnc(C)c2oc(=O)c(C(=O)Nc3ccc(CC)cc3)cc12
3.7%	2.1%	-7.2%	Cc1cc(C(=O)N2CCN(C(=O)C3CCCO3)CC2)no1 (stereo not drawn)
1.3%	?	8.1%	COc1cc(OC)c(C(=O)OCCCOC(=O)c2cc(OC)c(OC)cc2OC)cc1OC

Taken from above.
`Cc1ccc2nc(SC(Cc3cc(Cl)ccc3Cl)C(=O)O)[nH]c2c1` (stereo not drawn) in KAT2A inh → -0.6%
`Cc1cc(-c2ccc(Br)s2)nc(-n2cccc2)n1` in KAT2A inh → 1.8%
`CCc1ccccc1NC(=S)N(CCCN1CCOCC1)Cc1ccccn1` in KAT2A inh → -4.8%
`CCC(=O)OCc1cnc(C)c2oc(=O)c(C(=O)Nc3ccc(CC)cc3)cc12` in KAT2A inh → -13.3%
`COc1c(C)cc(Br)cc1C(=O)Nc1ccccc1N1CCN(C(=O)c2ccccc2)CC1` in N370S GC → -0.6%
`CCOC(=O)c1cc2sc(C)cc2n1CC(=O)N1CCc2ccccc21` in N370S GC → 8.4%
`CCOC(=O)c1c(NC(C)=O)sc2c(OCCN(CC)CC)c(Br)ccc12` in KAT2A inh → -3.3%

Next records
KAT2A inh	N370S GC	FEN1 inh	SMILES
0.8%	18.8%	4.4%	Cc1cccc(-c2nc(CSc3nc4c(c(=O)[nH]3)CCC4)c(C)o2)c1
-12.6%	-5.9%	1.7%	Cc1ccc(OC(C)C(=O)Nc2ccc(S(=O)(=O)Nc3nccs3)cc2)cc1 (stereo not drawn)
-3.0%	-3.7%	-13.7%	CCC(C)NC(=S)Nc1ccccc1 (stereo not drawn)
4.2%	.	15.8%	Cc1ccc(CCNC(=O)Cn2ncc3c([nH]c4ccc(C)cc43)c2=O)cc1
1.1%	.	11.6%	Cc1nn(C(=O)c2ccccc2F)c(C)c1S(=O)(=O)N1CCCCCC1
-17.6%	-2.3%	8.4%	CCOc1ccccc1CNC(=O)c1ccc(NC(=O)C2=CSCCO2)cc1
-11.4%	5.5%	.	CC(=O)Oc1c(-c2ccccc2)oc2c(CC=C(C)C)c3c(c(OC(C)=O)c2c1=O)C=CC(C)(C)O3
-3.7%	0.0%	1.3%	O=C(Nc1ccccc1C(F)(F)F)C1CCCC1
-1.2%	.	0.7%	COc1ccc(C(=O)NNC(=O)c2cccs2)cc1S(=O)(=O)N1CCOCC1
-15.4%	10.8%	.	COc1ccc(NC(=O)N2CC3(CCN(C(=O)c4cccn4C)CC3)C2)cc1
0.9%	2.7%	2.0%	COc1ccc(-c2ncncc2-c2csc(C)n2)c(O)c1
1.2%	-10.9%	20.7%	O=C(CCNC(=O)N1CC(=O)Nc2ccccc21)NCCc1cccc(F)c1
-6.9%	-7.5%	-4.2%	CCCCn1c(=O)[nH]c(=O)c2c1nc(-c1ccc([N+](=O)[O-])cc1)n2CC
-14.8%	-0.2%	21.6%	O=C(COc1ccc2ccc(=O)oc2c1)NCCc1c[nH]c2ccc(F)cc12
-10.2%	?	-3.3%	NC(=O)c1nsc(C(=O)N(c2ccccc2)C(C(=O)NCc2ccc(F)cc2)c2ccco2)c1N (stereo not drawn)
-1.2%	-4.2%	-14.1%	Cc1ccc(/C=[N+](/C)[O-])cc1
-6.5%	-3.9%	-8.1%	COc1ccc(N2CCCC2)c(NC(=O)c2ccc([N+](=O)[O-])o2)c1
-8.1%	21.1%	-14.1%	CCOC(=O)c1[nH]c(C)c(CN(CCc2ccccc2)S(C)(=O)=O)c1C
-1.5%	.	20.4%	O=C(NC1CC(=O)N(c2ccccc2)C1)c1cccs1 (stereo not drawn)
-1.8%	-5.3%	-2.3%	CN(C)CCCNC(=O)C(=O)NCC1OCCN1S(=O)(=O)c1cccs1 (stereo not drawn)
-10.7%	-8.8%	?	CCCCCCc1ccc(N2C[C@H](CCCCC)[C@@H](CC(=O)NCc3ccc(OC)cc3)C2=O)cc1
-4.4%	-14.5%	2.9%	COc1ccc(NC(=O)CSCC(=O)Nc2cc(Cl)ccc2N2CCCC2)cc1
-3.0%	6.3%	-4.1%	O=c1cc(O)c2c(=O)n(C3CCCCC3)c3ccccc3c2o1
-7.2%	7.2%	7.1%	CCOC(=O)C1CCN(C(=O)c2sc3nc(C)nc(N4CCC(C)CC4)c3c2C)CC1
0.0%	2.2%	-1.8%	Cc1ccccc1NC(=O)c1ccc2c(c1)C(=O)N(CCC(C)C)C2=O
-2.3%	19.9%	-11.4%	CCOC(=O)C(CCCOc1cccc(OC)c1)C(=O)OCC

Some entries already given with just FEN1 inh and KAT2A inh:
structure | FEN1 inh | KAT2A inh
COc1ccc(C(=O)NNC(=O)c2cccs2)cc1S(=O)(=O)N1CCOCC1 | 0.7% | -1.2%
O=c1cc(O)c2c(=O)n(C3CCCCC3)c3ccccc3c2o1 | -4.1% | -3.0%
O=C(COc1ccc2ccc(=O)oc2c1)NCCc1c[nH]c2ccc(F)cc12 | 21.6% | -14.8%
